High-throughput results (PubChem)
Pax4 gene expression: activators of Pax4 gene expression, primary screen, RT-PCR, mouse alpha TC1 cells, single point (AID 1053180); mouse alpha TC1 cells, Pax4 mRNA qPCR, 6 days; stronger effect = higher value; 100% = Pax4 plasmid added at qPCR; activation, % at 10 µM; hit rate 0.2% among 9,600;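 active = highest normalized replicate activity of 15 or more, or at least half the replicates reach 15 or more; inactive = neither condition met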;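 note: pax4 Ct normalized to GAPDH with activation seen as lower delta delta Ct; plate controls were plate neutral control wells for no effect and Pax4 plasmid positive control for full effect; each compound tested in two replicate wells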
YAP1 CTGF inhibition: YAP1 pathway inhibitors via CTGF transcript, primary screen, DLD1 colon cancer cells, RT-qPCR, single point (AID 743449). DLD1 CTGF mRNA qPCR, 24 h; stronger effect = higher value. inhibition, % at 12.5 µM. hit rate 0.9% among 9,900;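 active = mean normalized replicate activity at least 50 and at least half of replicates each reaching 50; inconclusive = only one of the two criteria met; inactive = neither criterion met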;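 note: 0% = neutral control wells and 100% = dasatinib control wells; higher means stronger suppression of CTGF expression like dasatinib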
* marks the source's active call; other numbers are inactive results; ? = inconclusive; · = no result given; & = joins results of further samples.

cpd	smiles	YAP1 CTGF inhibition	Pax4 gene expression
1	COc1ccc2c3c([nH]c2c1)[C@H](CO)N(S(=O)(=O)c1cn(C)cn1)CC31CCN(CC2CCCCC2)CC1	-17	0.0
2	Cc1nn(C)cc1NC(=O)C[C@@H]1CC[C@H]2[C@@H](COc3ccc(NC(=O)c4cccc(F)c4)cc3C(=O)N2C)O1	36	0.0
3	O=C(Nc1cccc(Cl)c1)N[C@@H]1CC[C@@H](CCn2cc(Cc3ccccc3)nn2)O[C@H]1CO	-11	0.0
4	C[C@@H]1CN([C@@H](C)CO)C(=O)c2cc(NC(=O)Nc3cccc4ccccc34)ccc2O[C@H]1CN(C)S(=O)(=O)c1cccs1	-7	0.0
5	COc1ccc(C(=O)N2C[C@@H]3[C@H](c4ccccc42)[C@H](CO)N3C(=O)Cc2ccccn2)cc1	15	0.0
6	C[C@H](CO)N1C[C@H](C)[C@@H](CN(C)C(=O)c2cc(-c3ccccc3)on2)OCc2cnnn2CCCC1=O	-12	0.0
7	CCS(=O)(=O)N1CCCCN2[C@H](CO)[C@H](c3ccc(-c4ccc(C(=O)N(C)C)cc4)cc3)[C@H]2C1	-42	0.0
8	CC=Cc1ccc2n(c1=O)C[C@H]1[C@H](CO)[C@@H](C(=O)NCCCN(C)C)N(Cc3cocn3)[C@@H]21 (mixture of isomers)	-19	0.0
9	COc1ccccc1S(=O)(=O)N(C)C[C@H]1OCc2ccccc2-c2ccccc2C(=O)N([C@@H](C)CO)C[C@@H]1C	3	0.0
10	N#C[C@H]1[C@H](c2ccc(-c3cncnc3)cc2)[C@@H](CO)N1C(=O)Cc1ccccc1	5	0.0
11	CCCNC(=O)N1CC2(C1)[C@@H](c1ccccc1)[C@@H](CO)N2C(=O)c1cccnc1	-31	·
12	C[C@@H]1CN([C@@H](C)CO)C(=O)c2cc(C#Cc3ccccc3)cnc2O[C@H]1CN(C)C(=O)c1ccccc1	?	0.0
13	COc1ccc([C@@H]2C/C=C\C[C@@H](c3ccc(F)cc3)NC(=O)CCC(=O)N2)c(OC)c1	-4	0.0
14	COc1ccc2c3c([nH]c2c1)[C@H](CO)N(C(=O)c1cnccn1)CC31CN(S(=O)(=O)c2ccccc2)C1	6	0.0
15	CS(=O)(=O)N1[C@@H]2Cn3c(ccc(-c4cccc(F)c4)c3=O)[C@H]1[C@@H](C(=O)N1CCCCC1)[C@@H]2CO	9	0.0
16	COc1ccc(NC(=O)Nc2cccc3c2O[C@@H](CN(C)Cc2ccc(C(=O)O)cc2)[C@H](C)CN([C@H](C)CO)C3=O)cc1	-21	0.0
17	O=C(N[C@H]1CC[C@@H](CC(=O)N2CCOCC2)O[C@H]1CO)c1cccc(F)c1	-42	0.0
18	O=C(C[C@@H]1C[C@@H]2c3cc(NC(=O)Nc4ccccc4)ccc3O[C@@H]2[C@H](CO)O1)NCc1ccccc1	-22	0.0
19	O=C(C[C@@H]1CC[C@@H](NC(=O)c2ccc3c(c2)OCO3)[C@H](CO)O1)NCc1ccc(Oc2ccccc2)cc1	2	0.0
20	CO[C@H](CN(C)C(=O)c1cc(Cl)cc(Cl)c1)[C@H](C)CN(C(=O)Nc1ccc(F)cc1)[C@H](C)CO	-22	0.1
21	CCc1cnc(N2[C@H](C#N)[C@H](c3ccc(C#Cc4ccccc4F)cc3)[C@@H]2CO)s1	-99	0.3
22	O=C(NCC[C@H]1CC[C@@H](NC(=O)C2CCOCC2)[C@H](CO)O1)c1cc(Cl)cc(Cl)c1	-3	0.0
23	O=C(c1ccc2c(c1)OCO2)N1C[C@H]2[C@@H](c3ccccc31)[C@@H](CO)N2Cc1cccnc1	-11	0.0
24	O=C(NCC[C@@H]1CC[C@@H](NC(=O)c2ccccc2F)[C@H](CO)O1)c1cnccn1	-6	0.0
25	CO[C@@H]1CN(C)C(=O)c2ccc(NC(=O)c3ccno3)cc2OC[C@H](C)N(S(C)(=O)=O)C[C@H]1C	10	0.0

Quoted from the listing:
Pax4 gene expression with C[C@H](CO)N1C[C@H](C)[C@@H](CN(C)C(=O)c2cc(-c3ccccc3)on2)OCc2cnnn2CCCC1=O reads 0.0
YAP1 CTGF inhibition with O=C(N[C@H]1CC[C@@H](CC(=O)N2CCOCC2)O[C@H]1CO)c1cccc(F)c1 reads -42

Excerpt, compounds 7 to 11
cpd	smiles	YAP1 CTGF inhibition	Pax4 gene expression
7	CCS(=O)(=O)N1CCCCN2[C@H](CO)[C@H](c3ccc(-c4ccc(C(=O)N(C)C)cc4)cc3)[C@H]2C1	-42	0.0
8	CC=Cc1ccc2n(c1=O)C[C@H]1[C@H](CO)[C@@H](C(=O)NCCCN(C)C)N(Cc3cocn3)[C@@H]21 (mixture of isomers)	-19	0.0
9	COc1ccccc1S(=O)(=O)N(C)C[C@H]1OCc2ccccc2-c2ccccc2C(=O)N([C@@H](C)CO)C[C@@H]1C	3	0.0
10	N#C[C@H]1[C@H](c2ccc(-c3cncnc3)cc2)[C@@H](CO)N1C(=O)Cc1ccccc1	5	0.0
11	CCCNC(=O)N1CC2(C1)[C@@H](c1ccccc1)[C@@H](CO)N2C(=O)c1cccnc1	-31	·

The listing continues:
cpd	smiles	YAP1 CTGF inhibition	Pax4 gene expression
26	CCCC(=O)Nc1ccc2c(c1)OC[C@H](C)N(S(=O)(=O)c1cn(C)cn1)C[C@@H](C)[C@H](OC)CN(C)C2=O	0	0.0
27	C[C@@H](NC(=O)[C@@H]1[C@@H](CO)[C@@H]2Cn3c(ccc(-c4ccccc4)c3=O)[C@@H]2N1C)c1ccccc1	-16	0.0
28	N#C[C@@H]1[C@@H](c2ccccc2-c2ccccc2F)[C@@H](CO)N1C(=O)c1ccccn1	-2	0.0
29	COc1ccc2c3c(n(C)c2c1)[C@H](CO)N(CC1CC1)CC31CCN(S(=O)(=O)c2cccs2)CC1	-5	0.0
30	C[C@@H]1CCCCO[C@H](CN(C)Cc2ccc(C(F)(F)F)cc2)[C@H](C)CN([C@H](C)CO)C(=O)c2cc(NC(=O)Nc3cccc4ccccc34)ccc2O1	18	0.1
31	O=C(C[C@H]1C=C[C@H](NC(=O)Nc2cccc(F)c2)[C@H](CO)O1)NCC1CCCCC1	-12	0.0
32	COc1cccc(S(=O)(=O)N[C@H]2CC[C@@H](CC(=O)NC3Cc4ccccc4C3)O[C@H]2CO)c1	1	0.0
33	COc1ccc2c3c(n(C)c2c1)[C@@H](CO)N(C)CC31CCN(C(=O)c2ccc3c(c2)OCO3)CC1	-40	0.0
34	COc1ccc(-c2ccc3c(c2)[C@@H]2[C@@H](CCN2C(=O)Nc2ccccc2OC)[C@@H](CO)N3C)cc1	11	0.0
35	CCS(=O)(=O)NCC[C@@H]1CC[C@@H](NC(=O)Nc2cc(Cl)cc(Cl)c2)[C@H](CO)O1	?	0.0
36	COc1ccccc1NC(=O)N1CCCCN2[C@@H](CO)[C@@H](c3ccc(-c4cccc(C#N)c4)cc3)[C@@H]2C1	-18	0.0
37	C[C@@H](NC(=O)C[C@@H]1CC[C@@H]2[C@H](COc3ccc(NC(=O)C4CCOCC4)cc3C(=O)N2C)O1)c1ccccc1	-65	0.0
38	CO[C@H]1CN(C)C(=O)c2cc(NC(=O)C3CC3)ccc2OC[C@H](C)N(Cc2cc(F)ccc2F)C[C@H]1C	23	0.0
39	CCS(=O)(=O)Nc1ccc2c(c1)C(=O)N(C)[C@@H]1CC[C@@H](CC(=O)N[C@H]3CCN(Cc4ccccc4)C3)O[C@H]1CO2	?	0.0
40	CCCC#Cc1cnc2c(c1)C(=O)N([C@@H](C)CO)C[C@@H](C)[C@H](CN(C)C(=O)Nc1cc(F)ccc1F)O2	-4	0.0
41	CCc1cnc(N2[C@H](C#N)[C@@H](c3ccc(-c4cccc(F)c4)cc3)[C@H]2CO)s1	-9	0.0
42	COc1ccc2c3c([nH]c2c1)[C@H](CO)N(C(C)=O)CC31CN(S(=O)(=O)c2cccs2)C1	7	0.0
43	O=C(Nc1ccccc1F)N1CC(=O)N2[C@H](CO)[C@H](c3ccc(-c4cccnc4)cc3)[C@@H]2C1	-22	0.0
44	O=C(Nc1ccc(C(F)(F)F)cc1)Nc1ccc2c(c1)[C@H]1C[C@@H](CC(=O)N3CCc4ccccc4C3)O[C@H](CO)[C@H]1O2	4	0.6
45	COc1ccc2c3c([nH]c2c1)[C@@H](CO)N(Cc1ccccc1Cl)CC31CN(C(=O)C2CC2)C1	-12	0.0
46	O=C(C[C@H]1C[C@@H]2c3cc(NC(=O)c4cccnc4)ccc3O[C@@H]2[C@H](CO)O1)NCc1cc(F)ccc1F	22	0.0
47	O=C(C[C@@H]1CC[C@H](NC(=O)c2ccc(F)cc2)[C@H](CO)O1)NCCc1ccccc1	14	0.0
48	Cc1noc(C)c1NC(=O)N1C[C@H](O)COC[C@@H]2O[C@H](CC(=O)NCC3CC3)CC[C@H]21	8	0.0
49	Cn1cnc(S(=O)(=O)N2C[C@@H]3N[C@H](C2)C3c2ccc(-c3ccccc3F)cc2)c1 (stereo not given in full)	13	0.0&1.8
50	CO[C@@H]1CN(C)C(=O)c2ccc(NC(=O)NC3CCCCC3)cc2OC[C@@H](C)NC[C@H]1C	-27	0.0

Entries from the list above containing two or more sulfur atoms:
cpd	smiles	YAP1 CTGF inhibition	Pax4 gene expression
4	C[C@@H]1CN([C@@H](C)CO)C(=O)c2cc(NC(=O)Nc3cccc4ccccc34)ccc2O[C@H]1CN(C)S(=O)(=O)c1cccs1	-7	0.0
29	COc1ccc2c3c(n(C)c2c1)[C@H](CO)N(CC1CC1)CC31CCN(S(=O)(=O)c2cccs2)CC1	-5	0.0
42	COc1ccc2c3c([nH]c2c1)[C@H](CO)N(C(C)=O)CC31CN(S(=O)(=O)c2cccs2)C1	7	0.0

These rows are one share of the data, so the mix of outcomes need not match the whole.
